# ASAP1 inh: inhibitors of human ASAP1 ArfGAP activity, primary screen, biochemical, fluorescence polarization; Arf-GAP with SH3 domain, ANK repeat and PH domain-containing protein 1 (Homo sapiens), …; ASAP1-stimulated ARF1 GTP hydrolysis, GDP FP detection; inhibition, % at 16.5 µM; hit rate 0.19% among 360,000; AID 624377, 2012; in the data active = inhibition above about 25%;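 also: 0% = vehicle with enzyme and substrate and 100% = no enzyme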
# Target sequence (Q9ULH1 325-724 limits assumed): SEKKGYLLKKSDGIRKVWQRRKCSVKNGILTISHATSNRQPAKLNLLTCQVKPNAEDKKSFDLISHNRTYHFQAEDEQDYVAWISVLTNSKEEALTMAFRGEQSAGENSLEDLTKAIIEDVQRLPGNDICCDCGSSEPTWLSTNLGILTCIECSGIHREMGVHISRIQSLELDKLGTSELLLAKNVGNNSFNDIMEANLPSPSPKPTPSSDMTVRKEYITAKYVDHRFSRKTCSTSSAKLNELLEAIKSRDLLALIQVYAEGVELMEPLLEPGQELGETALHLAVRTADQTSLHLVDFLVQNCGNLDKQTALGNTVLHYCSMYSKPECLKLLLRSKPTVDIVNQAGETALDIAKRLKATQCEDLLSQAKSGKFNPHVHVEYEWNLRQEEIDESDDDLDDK
# ARFGAP1 inhibitor: inhibitors of rat ARFGAP1 GAP activity, primary screen, biochemical, fluorescence polarization, GDP tracer. ADP-ribosylation factor GTPase-activating protein 1 (Rattus norvegicus), Q62848. Arfgap1-stimulated ARF1 GTP hydrolysis, GDP FP detection. inhibition, % at 16.5 µM. hit rate 0.26% among 360,000;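 active = inhibition above a per-plate limit, mean inhibition of low control wells plus 3 SD, cut at about 25% in these data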;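 also: 0% = DMSO wells with enzyme and 100% = wells lacking Arfgap1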
# Target sequence (Q62848 1-136 limits assumed): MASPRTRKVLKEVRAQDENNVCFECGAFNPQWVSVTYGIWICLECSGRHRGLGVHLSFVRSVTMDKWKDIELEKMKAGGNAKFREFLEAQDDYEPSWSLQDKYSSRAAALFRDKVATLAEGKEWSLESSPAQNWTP
#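 Material: truncated rat Arfgap1 GAP domain; Incubation: compound-enzyme preincubation 20 min, reaction 120 min, detection 60 min, 25 °C; Read-out: percent inhibition of Arfgap1-stimulated GTP hydrolysis; Technique: FP, GDP Alexa 633 tracer displaced from anti-GDP antibody, 620/688 nm; Controls: No-Arfgap1 wells (100%) versus DMSO full-reaction wells (0%); Replication: single well per compound.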
# DDE Tn7 FP inh: inhibitors of Tn7 peptide binding to fibrin DD(E), primary screen, biochemical, fluorescence polarization, human fibrin, Tn7 probe; Fibrinogen beta chain (Homo sapiens), P02675; FP displacement of FITC-Tn7 peptide from fibrin DD(E); 0% = median of compound wells per plate; inhibition, % at 8.3 µM; hit rate 0.13% among 370,000; AID 720508, 2013;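 active = inhibition above the mean of compounds falling within the control limits plus 3 SD of them, cut at about 14% in these data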;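 also: 0% = plate median of compound wells and 100% = 10 µM Aha-Tn7 peptide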
#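 Assay system: Human fibrin DD(E) protein | Medium: Tris buffer with calcium and detergent, pH 7.8 | Reagent: 0.1 µM fluorescent Tn7 | Compound dosing: Single point at 8.3 µM | Times: 10 min preincubation, 3 h with tracer, room temperature | Detection: Fluorescence polarization of the labelled Tn7 tracer | Controls: Aha-Tn7 high control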
# Rev-erbA mod: modulators of Rev-erb alpha DNA binding, primary screen, biochemical, FITC-DNA, fluorescence polarization, uHTS; Nuclear receptor subfamily 1 group D member 1 (Homo sapiens), P20393; Rev-erbα–FITC-DNA binding, 90 min; activity, % at 10 µM; hit rate 0.79% among 370,000; AID 1259318, 2017;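 active = activity above about 14%, limit read from the data; passing the limit was not always enough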;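 also: 0% = DMSO wells with 35 nM protein and 100% = DMSO wells with 750 nM protein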
# UHRF1 binding: UHRF1 methylated DNA binding inhibitors, primary screen, counter-screen for MBD2 inhibitor project, biochemical, TR-FRET, human UHRF1, single concentration; UHRF1 binding to methylated oligo; hit rate 0.75% among 370,000; inhibition, % at 4.4 µM; AID 687016, 2013; E3 ubiquitin-protein ligase UHRF1 (Homo sapiens), Q96T88; in the data active = inhibition above about 21%;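 also: UHRF1 SRA domain binding a hemimethylated CpG hairpin DNA probe; 0% = median of test compound wells and 100% = reference inhibitor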
# sPLA2-III inh: human group III sPLA2 inhibitors, primary screen, biochemical, QFRET, BODIPY PC-A2 liposome substrate; Group 3 secretory phospholipase A2 (Homo sapiens), Q9NZ20; AID 743126, 2013; hit rate 0.56% among 370,000; QFRET BODIPY PC-A2 liposome hydrolysis, fluorescence; inhibition, % at 12.2 µM;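 active = inhibition above mean plus 3 SD of compounds lying within the high and low control bounds, cut at about 19% in these data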;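 also: 0% = median of test compound wells and 100% = no enzyme DMSO wells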
# Target sequence (Q9NZ20 whole entry, looked up): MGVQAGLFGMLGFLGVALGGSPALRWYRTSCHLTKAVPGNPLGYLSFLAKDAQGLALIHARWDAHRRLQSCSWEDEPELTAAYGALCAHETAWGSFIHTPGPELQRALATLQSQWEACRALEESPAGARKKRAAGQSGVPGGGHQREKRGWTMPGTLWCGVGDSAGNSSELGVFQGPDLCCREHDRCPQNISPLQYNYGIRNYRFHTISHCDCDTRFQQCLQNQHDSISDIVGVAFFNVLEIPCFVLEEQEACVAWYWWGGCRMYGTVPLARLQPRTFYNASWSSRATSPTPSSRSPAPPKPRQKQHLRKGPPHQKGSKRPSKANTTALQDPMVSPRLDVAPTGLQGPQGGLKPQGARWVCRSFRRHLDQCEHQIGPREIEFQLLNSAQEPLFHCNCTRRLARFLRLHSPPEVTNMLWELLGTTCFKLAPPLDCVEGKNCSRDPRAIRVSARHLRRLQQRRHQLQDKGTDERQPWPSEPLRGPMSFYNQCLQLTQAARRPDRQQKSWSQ
# PLCg1 inh: PLC-gamma1 enzyme inhibitors, primary screen, biochemical, fluorescence, purified enzyme; 1-phosphatidylinositol 4,5-bisphosphate phosphodiesterase gamma-1 (Homo sapiens), P19174; fluorogenic substrate; inhibition, % at 12.2 µM; hit rate 0.84% among 370,000; AID 720700, 2013; in the data active = inhibition above about 9.5%
# DDE Tn6 FP inh: inhibitors of Tn6 peptide binding to fibrin DD(E), primary screen, biochemical, fluorescence polarization, human fibrin, Tn6 probe; hit rate 0.21% among 370,000; inhibition, % at 8.3 µM; AID 720509, 2013; Fibrinogen beta chain (Homo sapiens), P02675; Fibrin DD(E) TRITC-Tn6 fluorescence polarization displacement;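 active = inhibition above a per-campaign cutoff: mean of compounds within control limits plus 3 SD, cut at about 15% in these data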;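 also: 0% = median of all compound wells on the plate and 100% = blocking peptide control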
# KLK7 zymogen act: proKLK7 zymogen activators, primary screen, biochemical, fluorescence intensity. hit rate 0.9% among 370,000. Kallikrein-7 (Homo sapiens), P49862. activation, % at 7 µM. purified proKLK7, EDANS-DABCYL substrate fluorescence; 100% is mature enzyme control, 0% vehicle. AID 652039, 2013;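 active = activation above the mean of all tested compounds plus 3 SD, computed per campaign excluding outliers beyond control limits, cut at about 13% in these data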
# PLC-beta3 inh: human PLC-beta3 inhibitors, primary screen, biochemical, fluorescence; 1-phosphatidylinositol 4,5-bisphosphate phosphodiesterase beta-3 (Homo sapiens), Q01970; Purified PLC-beta3, fluorogenic substrate; inhibition, % at 12.2 µM; hit rate 0.18% among 370,000; in the data active = inhibition above about 11%;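 also: 0% = median of compound wells on plate and 100% = full blocker control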
# Numbers without * were called inactive; nt = not tested or not shown.
nr	Compound	ASAP1 inh	ARFGAP1 inhibitor	DDE Tn7 FP inh	Rev-erbA mod	UHRF1 binding	sPLA2-III inh	PLCg1 inh	DDE Tn6 FP inh	KLK7 zymogen act	PLC-beta3 inh
1	Cc1cc([N+](=O)[O-])cc2c1NC(=O)C2(O)N1CCOCC1 (centres undefined)	1	9	-5	-1	-3	-1	0	-8	-0.1	3
2	O=C1ON=C(c2ccccc2)/C1=C/c1cccnc1	0	-6	1	-7	-2	0	-1	4	0.6	0
3	O=C(CNC1CCCCCC1)Nc1ccccc1N1CCOCC1	3	7	-4	-1	5	-2	1	-3	-0.1	-7
4	Cc1ccc(SC2CC(=O)N(c3ccc4c(c3)OCCO4)C2=O)cc1 (centres undefined)	-8	5	-4	1	3	-7	1	9	-0.1	3
5	Cc1ccc(-c2nnn(CC(=O)NC3CC4CCC3C4)n2)cc1 (centres undefined)	-15	-4	-1	-3	2	2	2	-2	0.4	-3
6	Cc1cccc(C)c1NC(=O)CS(=O)CC(=O)Nc1ccc(F)cc1F (centres undefined)	0	2	2	3	-1	-3	-1	3	0.3	-1
7	COc1ccc(Nc2c([N+](=O)[O-])ccc3c2=NC2(CCCCC2)N=3)cc1	3	13	4	-2	-10	12	-2	-1	0.6	-2
8	CSCCC(NC(=O)c1cccc(S(=O)(=O)N2CCOCC2)c1)C(=O)Nc1ccc(F)cc1 (centres undefined)	-4	15	1	2	8	7	-2	-11	-0.1	-8
9	COc1cccc(NC(=O)C2C3C=CC4(O3)C2C(=O)N(CCCN2CCCCC2)C4C(=O)NC2CCCCC2)c1 (centres undefined)	9	2	-6	-1	3	2	-2	0	0.2	-3
10	Nc1ccc(C(=O)N2CCN(S(=O)(=O)c3ccc(Br)cc3)CC2)cc1[N+](=O)[O-]	-3	3	7	4	1	-1	1	-4	0.4	-8
11	Cc1noc(C)c1S(=O)(=O)Nc1ccc2c(c1)C(=O)N([C@H](C)CO)C[C@H](C)[C@@H](CN(C)C(=O)Nc1ccc3c(c1)OCO3)O2	10	5	-1	-5	-1	-4	-9	7	0.6	-15
12	O=C(O)CN1C(=O)NC2(CCOc3ccccc32)C1=O (centres undefined)	1	1	1	1	-2	4	1	6	-0.1	-5
13	FC(F)Oc1ccc(NC(=S)NC2CCSc3ccccc32)cc1 (centres undefined)	18	13	1	1	-2	-10	3	-11	-0.1	-3
14	O=C(NC(=S)Nc1ccccc1C(=O)O)c1ccc(-c2ccc(Br)cc2)o1	10	-11	0	-4	-1	5	-14	-4	-0.5	-20
15	O=C(Nc1cccc(S(=O)(=O)N2CCCCC2)c1)C1CCCC1	0	9	-2	-2	6	10	2	-3	0.5	-9
16	Cc1cccc(/C=N/NC(=O)Cc2cccs2)c1	4	3	-3	0	-1	-4	-2	2	0.5	-8
17	N#CCC(=O)Nc1sc2c(c1C(N)=O)CCCC2	9	3	-1	0	4	-8	-56	-4	9.1	-75
18	CCOC(=O)N1CCN(C(=O)C2CCN(S(=O)(=O)c3ccc(F)cc3)CC2)CC1	-2	2	3	0	-1	3	-1	0	0.2	0
19	COc1ccc(N2C(=O)CCC(C(=O)N3CCCCCC3)C2c2ccc(OC)c(OC)c2)cc1 (centres undefined)	10	11	0	4	2	-2	0	-9	-0.7	-1
20	COc1ccc(N(CC(=O)N/N=C/c2ccc(-c3ccc([N+](=O)[O-])cc3)o2)S(=O)(=O)c2ccc(C)cc2)cc1Cl	0	7	-11	2	-1	-1	-2	-8	0.4	-14
21	COc1ccc(CCNC(=O)CNC(=O)N2CC(=O)Nc3ccccc32)cc1OC	4	-1	3	3	0	4	-5	1	0.4	-4
22	Fc1ccc(-c2nc3c(Cl)cc(C(F)(F)F)cn3c2Cc2cccc(Cl)c2)cc1	17	-14	3	-5	1	-12	-4	-1	-0.8	-8
23	Cc1cc(-c2n[nH]c(=S)n2/N=C/c2c[nH]c3ccccc23)n[nH]1	11	1	2	6	1	-2	0	-4	0.0	-8
24	CC(CCc1ccccc1)NCc1cccc2ccccc12 (centres undefined)	-14	5	6	6	2	10	1	1	0.0	-2
25	COc1ccc(CCN2CCCC(CN(C)Cc3cc(OC)ccc3OC)C2)cc1 (centres undefined)	3	6	1	2	0	2	0	-2	-0.5	-8
26	COc1cccc(NC(=O)NC2CCCCC2C)c1 (centres undefined)	9	16	8	-2	5	4	0	1	0.1	2
27	Nc1nnc(-c2ccncc2)s1	-5	6	-7	1	0	-1	-15	-4	3.0	-23
28	Cc1c(C(=O)N2CCc3ccccc3C2)sc2nc(-c3ccccc3)cn12	6	20	-1	-6	3	-3	-3	-6	-0.3	-1
29	COc1ccc(OC)c(/C=N/NC(=O)c2cc[n+](Cc3ccccc3)cc2)c1	5	-7	-2	2	-8	-2	-36	-2	45*	-33
30	CC(C)Cc1nnc(NC(=O)c2ccc3c(c2)NC(=O)C(C)S3)s1 (centres undefined)	-7	6	-2	3	-2	0	-16	6	-0.4	-21
31	COc1ccc(CCN2CC(C(=O)NCCCn3nc(C)cc3C)CCC2=O)cc1 (centres undefined)	-4	7	-7	2	-1	5	1	0	-0.4	-7
32	Cc1ccccc1S(=O)(=O)NC1OC(=O)C(Cl)=C1Cl (centres undefined)	2	-4	-5	-2	-1	-1	1	-7	0.2	1
33	COc1ccc(OC)c(C2=NOC(C(=O)Nc3ccc4c(c3)OCCO4)C2)c1 (centres undefined)	11	6	-3	4	0	-5	-2	9	0.7	-9
34	COc1cc2nc(SCc3ccc(Cl)cc3Cl)n(Cc3cccs3)c(=N)c2cc1OC	12	20	-11	-1	3	-2	4	0	-1.0	1
35	N#C/C(=C\c1ccc(OCc2ccc(Br)cc2)cc1)C(=O)Nc1cccc(C(=O)O)c1	3	7	6	-4	-1	8	-1	-6	-0.2	-6
36	C=CCN(CC=C)CCOc1cccc(Oc2ccccc2)c1	-6	-1	-6	4	19	-7	1	10	0.2	5
37	CC(=O)c1ccc(NC(=O)NC2CCCCN(Cc3cccc(Cl)c3)C2=O)cc1 (centres undefined)	nt	nt	0	4	4	5	11*	-5	0.1	7
38	Cn1c(=S)c2[nH]c(SCCN)nc2n(C)c1=O	9	2	1	-7	-14	11	8	0	0.7	2
39	COc1ccc(C(=O)Nc2cccc(-c3nnc(-c4ccco4)o3)c2)cc1	16	4	-4	6	-3	-9	0	3	-0.1	1
40	CCN(CC)C(=O)CSc1nnc(-c2cc3ccccc3cc2O)n1CC	-5	-5	-1	-3	0	-12	-10	-3	-1.5	-11
41	N#Cc1ccc(CSc2ccc(S(=O)(=O)N3CCCCCC3)cn2)cc1	3	2	1	3	-1	-8	2	2	-0.1	0
42	O=C(CSc1nnc(CNc2ccc(F)cc2)o1)N1c2ccccc2Sc2ccccc21	9	-8	1	-6	-2	-22	2	6	-0.7	2
43	COc1ccc(Cc2nnc(SCc3nc4ccccc4c(=O)[nH]3)o2)cc1	-11	-3	3	-1	-2	-4	-2	2	0.2	-1
44	COc1cc(C=NNC(=O)c2ccc(NS(=O)(=O)c3cccs3)cc2)cc(Br)c1O	9	-9	-6	-2	0	-10	-84	-7	-1.1	-134
45	Cc1cccc(NC(=O)CSc2nnc(CNC(=O)c3ccco3)n2C)c1C	-2	-1	4	-2	1	10	-1	11	-0.2	-1

# Entries of single compounds as entered above. Order of screens: ASAP1 inh, ARFGAP1 inhibitor, DDE Tn7 FP inh, Rev-erbA mod, UHRF1 binding, sPLA2-III inh, PLCg1 inh, DDE Tn6 FP inh, KLK7 zymogen act, PLC-beta3 inh
# Entry for `C=CCN(CC=C)CCOc1cccc(Oc2ccccc2)c1` = -6, -1, -6, 4, 19, -7, 1, 10, 0.2, 5
# Entry for `COc1ccc(C(=O)Nc2cccc(-c3nnc(-c4ccco4)o3)c2)cc1` = 16, 4, -4, 6, -3, -9, 0, 3, -0.1, 1
# Entry for `COc1ccc(CCN2CC(C(=O)NCCCn3nc(C)cc3C)CCC2=O)cc1` (centres undefined) = -4, 7, -7, 2, -1, 5, 1, 0, -0.4, -7
# Entry for `COc1ccc(Cc2nnc(SCc3nc4ccccc4c(=O)[nH]3)o2)cc1` = -11, -3, 3, -1, -2, -4, -2, 2, 0.2, -1
# Entry for `N#C/C(=C\c1ccc(OCc2ccc(Br)cc2)cc1)C(=O)Nc1cccc(C(=O)O)c1` = 3, 7, 6, -4, -1, 8, -1, -6, -0.2, -6

# Next part
nr	Compound	ASAP1 inh	ARFGAP1 inhibitor	DDE Tn7 FP inh	Rev-erbA mod	UHRF1 binding	sPLA2-III inh	PLCg1 inh	DDE Tn6 FP inh	KLK7 zymogen act	PLC-beta3 inh
46	CCN(CC(=O)Nc1c(F)cccc1F)C(=O)CNC(=O)C1CCCCC1	6	1	-1	-1	2	-2	2	9	0.0	-1
47	O=C(CCc1ccccc1)Nc1ccnn1C1CCN(Cc2ncc[nH]2)CC1	-16	-7	1	4	0	3	-7	2	-0.2	-7
48	O=C(CSc1ccccc1)NCC1(N2CCCCC2)CCCCC1	-4	1	-5	4	0	18	5	-5	0.3	4
49	COc1ccc(N(CC(=O)Nc2ccc(S(=O)(=O)N3CCOCC3)cc2)S(C)(=O)=O)cc1OC	5	5	2	-3	0	-6	1	-4	0.5	4
50	COC(=O)C1=C(C)NC(=O)NC1c1c(O)ccc2ccccc12 (centres undefined)	1	1	-8	9	0	-1	-5	-3	0.1	-10

# Quoted at random: two entries already listed
nr	Compound	ASAP1 inh	ARFGAP1 inhibitor	DDE Tn7 FP inh	Rev-erbA mod	UHRF1 binding	sPLA2-III inh	PLCg1 inh	DDE Tn6 FP inh	KLK7 zymogen act	PLC-beta3 inh
20	COc1ccc(N(CC(=O)N/N=C/c2ccc(-c3ccc([N+](=O)[O-])cc3)o2)S(=O)(=O)c2ccc(C)cc2)cc1Cl	0	7	-11	2	-1	-1	-2	-8	0.4	-14
45	Cc1cccc(NC(=O)CSc2nnc(CNC(=O)c3ccco3)n2C)c1C	-2	-1	4	-2	1	10	-1	11	-0.2	-1

# Screening results deposited in PubChem by several laboratories.
